# POLB inh – blocks human DNA polymerase beta activity; 340,000 tested, 1.3% active; Pol beta primer extension/strand displacement, fluorescence kinetic; Potency, µM (doses to about 114 µM), without a hit: at the top dose activity change, negative = inhibition, actives largely listed as inhibitors; P06746; note: % is set by controls: 0 for no effect and ±100 for the full control effect
#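 Reaction started by 50 nM substrate onto compound-treated Pol beta (10 nM, 15 min preincubation, room temperature); plates read at 0 min and 10 min. Normalized concentration-effect data fitted by four-parameter Hill equation.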
# Pol kappa inh – DNA polymerase kappa (human) inhibition; Q9UBT6; purified Pol kappa, fluorescent DNA synthesis assay, 10 min; Potency, µM (top dose mostly 107 µM), for inactives: at the highest dose activity, negative = inhibition, usual class: inhibitors; 400,000 tested, 0.53% active; AID 588579; note: % is set by controls: 0 for no effect and ±100 for the full control effect
#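 Here, compound and 10 nM enzyme are combined for 15 min at room temperature; adding 50 nM substrate (final) starts DNA synthesis, tracked by fluorescence at 0 and 10 min against buffer-only wells.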
# POLH inh – DNA polymerase eta (human) inhibition; Q9Y253; recombinant Pol eta, fluorescent DNA replication assay; Potency, µM (series often up to 114 µM), inactives show at the highest dose activity change, negative = inhibition, usual class: inhibitors; 390,000 tested, 1.2% active; note: % is set by controls: 0 for no effect and ±100 for the full control effect
#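 Fluorescent replication assay: 50 nM final substrate added after a 15 min room-temperature compound preincubation with 10 nM enzyme. Signal taken at 0 min and again at 10 min.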
# JMJD2A Tudor – JMJD2A Tudor domain (human) inhibition; AlphaScreen JMJD2A-Tudor / H3K4me3 peptide binding; Potency, µM (highest dose often 114 µM), for the others: top-dose activity change, negative = inhibition, usual class: inhibitors; 390,000 tested, 4.4% active; note: % is set by controls: 0 for no effect and ±100 for the full control effect; nearly all actives have a fitted effect of over 50% in size
# Target sequence (O75164 whole entry, looked up, the tested form may be a part): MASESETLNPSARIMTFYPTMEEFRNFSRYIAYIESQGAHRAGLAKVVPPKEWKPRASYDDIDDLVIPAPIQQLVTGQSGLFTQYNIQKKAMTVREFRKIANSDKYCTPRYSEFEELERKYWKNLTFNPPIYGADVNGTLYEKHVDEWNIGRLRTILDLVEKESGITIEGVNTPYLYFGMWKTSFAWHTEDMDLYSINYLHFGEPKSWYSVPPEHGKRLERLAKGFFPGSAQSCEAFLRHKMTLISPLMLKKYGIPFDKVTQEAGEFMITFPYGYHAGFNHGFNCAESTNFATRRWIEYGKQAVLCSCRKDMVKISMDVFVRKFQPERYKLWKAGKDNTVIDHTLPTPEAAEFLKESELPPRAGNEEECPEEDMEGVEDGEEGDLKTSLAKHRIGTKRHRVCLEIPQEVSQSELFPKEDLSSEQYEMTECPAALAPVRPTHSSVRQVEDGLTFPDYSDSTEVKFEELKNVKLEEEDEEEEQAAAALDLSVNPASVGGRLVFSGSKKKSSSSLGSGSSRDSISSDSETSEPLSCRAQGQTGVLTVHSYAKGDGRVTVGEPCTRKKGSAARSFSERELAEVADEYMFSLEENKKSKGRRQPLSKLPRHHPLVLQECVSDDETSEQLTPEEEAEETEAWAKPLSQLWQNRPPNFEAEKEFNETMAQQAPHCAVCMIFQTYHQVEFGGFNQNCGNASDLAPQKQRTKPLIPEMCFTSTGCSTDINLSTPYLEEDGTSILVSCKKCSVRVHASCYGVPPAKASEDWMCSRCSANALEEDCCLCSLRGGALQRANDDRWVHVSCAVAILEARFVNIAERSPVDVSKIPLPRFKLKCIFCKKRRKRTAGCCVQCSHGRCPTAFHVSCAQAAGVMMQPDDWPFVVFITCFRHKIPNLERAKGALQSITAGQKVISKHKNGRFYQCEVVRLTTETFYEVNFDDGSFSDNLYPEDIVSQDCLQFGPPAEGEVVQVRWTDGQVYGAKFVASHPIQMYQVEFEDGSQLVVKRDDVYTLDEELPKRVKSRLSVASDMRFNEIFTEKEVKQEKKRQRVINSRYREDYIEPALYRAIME
# BAZ2B block – inhibitors of human BAZ2B bromodomain; Potency, µM (doses to about 114 µM), for inactives: top-dose activity change, negative = inhibition, hits mostly inhibitors; 360,000 tested, 4.4% active; AlphaScreen BAZ2B-H3K14Ac peptide displacement; Q9UIF8; AID 504333; note: % is set by controls: 0 for no effect and ±100 for the full control effect; nearly all actives have a fitted effect of over 60% in size
#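 Protein-peptide AlphaScreen: BAZ2B 50 nM, b-H3K14Ac 50 nM, 1x PBS pH 7.4 + 0.01% Tween-20. Preincubation 30 min RT; cpd 30 min RT (top 110 uM); beads 20 min RT, light-protected.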
# APEX1 inh – blocks human APE1 abasic DNA cleavage; P27695; recombinant APE1, TAMRA/BHQ-2 abasic DNA cleavage fluorescence; Potency, µM (top dose mostly 65.8 µM), without a hit: at the top dose activity change, negative = inhibition, most hits filed as inhibitors; 350,000 tested, 0.35% active; AID 2517;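 note: plate controls were vehicle for no effect and reference inhibitor for full effect; nearly all actives have a fitted effect of over 55% in size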
#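 Step 1: APE1 (0.75 nM) with compound, 15 min RT. Step 2: add 50 nM fluorophore/quencher THF duplex. Step 3: three fluorescence reads 60 s apart (525/598 nm); read 3 minus read 1 = reaction progress.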
# G9a inh – G9a (human) methyltransferase inhibition; 350,000 tested, 8.8% active; Potency, µM (series often up to 102 µM), for inactives: at the top dose activity, negative = inhibition, actives largely listed as inhibitors; AID 504332; G9a H3K9 monomethylation, AlphaScreen, 2 h; Q96KQ7; note: % is set by controls: 0 for no effect and ±100 for the full control effect; nearly all actives have a fitted effect of over 75% in size
#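 AlphaScreen detection with an anti-monomethyl H3K9 antibody quantified product after a 2 h room-temperature reaction containing 500 nM biotinylated H3K9 peptide, 20 µM SAM and 20 nM enzyme, which had been preincubated 15 min with compound.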
# Pol iota inh – DNA polymerase iota (human) inhibition; AID 588590; Pol iota fluorescent replication assay, 10 min; Potency, µM (series often up to 115 µM), for the others: top-dose activity, negative = inhibition, most hits filed as inhibitors; 390,000 tested, 1% active
#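 Pol iota at 10 nM preincubated 15 min with compounds at room temperature; reaction started with fluorescent substrate, 50 nM final. Fluorescence read kinetically at 0 and 10 min; buffer-only wells as negative control.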
# BLM inh – inhibitors of human Bloom syndrome helicase BLM. Potency, µM (doses to about 56.1 µM), for the others: top-dose activity change, negative = inhibition, actives largely listed as inhibitors. 350,000 tested, 0.2% active. recombinant BLM DNA unwinding, fluorescence dequenching. P54132. AID 2528;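 note: plate controls were vehicle for no effect and no enzyme for full effect; nearly all actives have a fitted effect of over 35% in size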
# Active calls of the source: *; ? = inconclusive; . = not tested or not shown; [ ] = another dose, or the depositor's remark. Calls come from the whole dose curve; as a rule, active = well fitted curve in the direction sought with a large enough effect; inconclusive = small, poorly fitted or top-dose-only effect, or another doubt; inactive = no such curve, though single readings can be large; an effect the other way counts as inactive or inconclusive. Potency is the fitted concentration of half-maximal effect.
SMILES	POLB inh	Pol kappa inh	POLH inh	JMJD2A Tudor	BAZ2B block	APEX1 inh	G9a inh	Pol iota inh	BLM inh
COc1ccc(NC(=O)c2c(C)oc3ccc(O)c(CN4CCCC(C)C4)c23)cc1 (stereo not given)	-0.2%	-11.9%	-19.8%	-19.1%	-24.4%	.	-26.1%[59 µM]	25.7%	-7.9%
CSCCC(NC(=O)c1ccccc1Cl)C(=O)NCC(c1cccs1)N(C)C (stereo not given)	.	-5.2%	-18.6%	-8.3%	5.2%	-0.1%	?	18.5%	.
CCOC(=O)N1CCN(C(=O)/C(=C/c2ccc(N(C)C)cc2)NC(=O)c2ccccc2)CC1	.	-2.0%	-16.5%	-13.4%	-27.1%	-4.5%	-15.5%[12.7 µM]	14.2%	.
COc1ccc(-c2cc(C(F)(F)F)n3nc(C(=O)N4CCCCC4)cc3n2)cc1	-14.7%	-6.9%	-12.3%	4.7%	31.6%	-5.5%	92.1%[activator]	2.2%	-4.9%
CCc1nnc(SCc2nc(-c3ccccc3F)oc2C)c2cc3sccc3n12	0.3%	-8.1%	-0.7%	-13.9%	-38.4%	.	-8.2%[59 µM]	5.4%	-5.3%
O=c1cc(CO)oc(C(Nc2ccccn2)c2ccccc2F)c1O (stereo not given)	.	-17.1%	-0.1%	22.4µM*	.	.	.	-10.2%	.
CC(C)C[C@H](NC(=O)Nc1ccc2c(c1)OCCO2)C(=O)O	-0.3%	-1.8%	-9.2%	-6.0%	16.8%	1.0%	-5.9%	16.3%	3.0%
O=C(CC(C(=O)O)c1c(F)cccc1Cl)c1ccc(Cl)cc1 (stereo not given)	52.8%	4.4%	-4.0%	9.2%	1.2%	-14.5%	-0.4%	13.5%	0.5%
COC(=O)CSc1nnc2c(C)cc3cc4c(cc3n12)OCCO4	13.9%	.	.	.	-1.2%	-0.8%	-19.8%	.	0.1%
Cc1ccccc1CCN(C(=O)c1csnn1)C(C(=O)NC1CCCC1)c1ccco1 (stereo not given)	3.8%	-22.6%	-14.3%	-15.8%	-15.9%	8.6%	16.8%	111.5%[activator]	-6.6%
O=C(NC12CC3CC(CC(C3)C1)C2)C1CCCN1C(=O)Nc1ccccc1 (stereo not given)	14.6%	-12.3%	-15.6%	-10.9%	-1.7%	-9.1%	24.9%	103.1%[activator]	-1.4%
COc1ccc(C2CC(=O)N(CC(=O)NCC3CCCO3)c3ccccc3S2)cc1 (stereo not given)	-16.1%	2.6%[60.1 µM]	-4.5%	-13.7%	6.4%	7.8%	9.9%	?	-14.7%
CCCNC(=O)COC(=O)c1cccnc1Nc1ccccc1F	43.0%	-2.0%	-24.4%	-14.7%	4.7%	-5.4%	23.0%[59 µM]	-6.8%	1.2%
COc1cc2c3c(c1)c(N=NC(N)=S)c(O)n3C(C)(C)C=C2C	4.0%	-1.4%	5.0%	-21.0%	-19.4%	5.9%	.	-14.4%	-4.2%
Cn1c(=O)c2c(nc(CN3CCN(C(=O)c4ccco4)CC3)n2CC(N)=O)n(C)c1=O	4.5%	-11.7%	-0.8%	-8.3%	-18.0%	68.0%[activator]	24.3%	-4.5%	0.0%

# The closing four records of the part above lead into the next.
SMILES	POLB inh	Pol kappa inh	POLH inh	JMJD2A Tudor	BAZ2B block	APEX1 inh	G9a inh	Pol iota inh	BLM inh
COc1ccc(C2CC(=O)N(CC(=O)NCC3CCCO3)c3ccccc3S2)cc1 (stereo not given)	-16.1%	2.6%[60.1 µM]	-4.5%	-13.7%	6.4%	7.8%	9.9%	?	-14.7%
CCCNC(=O)COC(=O)c1cccnc1Nc1ccccc1F	43.0%	-2.0%	-24.4%	-14.7%	4.7%	-5.4%	23.0%[59 µM]	-6.8%	1.2%
COc1cc2c3c(c1)c(N=NC(N)=S)c(O)n3C(C)(C)C=C2C	4.0%	-1.4%	5.0%	-21.0%	-19.4%	5.9%	.	-14.4%	-4.2%
Cn1c(=O)c2c(nc(CN3CCN(C(=O)c4ccco4)CC3)n2CC(N)=O)n(C)c1=O	4.5%	-11.7%	-0.8%	-8.3%	-18.0%	68.0%[activator]	24.3%	-4.5%	0.0%
N#Cc1c(-c2ccccc2)cc(-c2ccccc2)nc1SCc1nnc(-c2ccccc2)o1	2.1%	3.2%	-10.9%	-0.7%	3.0%	1.1%	31.6%[activator]	7.3%	-3.4%
CCOc1ccc(NC(=O)C2CC3CCC2C3)cc1 (stereo not given)	.	-5.7%	-6.1%	-13.9%	.	.	.	6.0%	.
Cc1cnc(NC(=O)CSc2nnc(Cc3ccccc3)o2)s1	-0.7%	-7.4%	-9.9%	-0.6%	-1.8%	-7.5%	-10.1%[12.7 µM]	70.8µM*	1.2%
CCCC(=O)Nc1sc2c(c1C#N)CCCCC2	10.8%	-4.8%	-4.3%	-11.7%	-1.3%	-4.4%	-9.0%[59 µM]	1.8%	-9.0%
O=C(CSc1nnc(-c2ccc3c(c2)OCCO3)o1)N1CCCC1	11.6%	-2.0%	-8.0%	0.8%	27.0%	2.6%	26.4%[59 µM]	-1.0%	1.4%
CC(=O)Nc1ccc(NC(=S)NC(=O)c2oc3ccccc3c2C)cc1	26.2%	-4.7%	-4.5%	2.9%	7.3%	2.4%	18.2%[59 µM]	15.4%	1.3%
Fc1ccc(CNC(=S)Nc2ccc(OC(F)F)cc2)cc1	-12.5%	-20.0%	-18.0%	0.0%	-1.9%	-1.6%	31.5%[59 µM]	5.5%	-14.7%
COc1ccc(C(=O)NCCc2nc3cc([N+](=O)[O-])ccc3n2C)cc1	33.2%	3.0%	0.1%	-20.1%	-6.1%	22.4%	.	-17.4%	2.2%
COc1cc2ncnc(N[C@H](C)c3ccccc3)c2cc1OC	-22.1%	-12.4%	-0.9%	-8.7%	-4.2%	14.3%	-32.3%	-4.5%	0.3%
COC(=O)N/N=C/c1cc(Cl)cc(Cl)c1OCc1ccc(F)cc1	9.5%	-3.9%	-11.8%	-11.6%	-14.8%	-0.5%	0.5%[59 µM]	14.4%	-5.8%
CCOCCOC(=O)C(C)Oc1ccc(Oc2ncc(Cl)cc2Cl)cc1 (stereo not given)	-0.9%[57.1 µM]	-5.8%	-18.1%	67.6%[activator]	97.2%[activator]	-0.4%	25.0%	-17.6%	-7.5%
COc1ccc(CCN(C)C(=O)C23CC4CC(CC(Cl)(C4)C2)C3)cc1OC	35.8%	-11.4%	-3.8%	-11.8%	-6.5%	-1.6%	.	24.1%	3.0%
Cc1ccc(F)c(NC(=O)CCOc2ccccc2C)c1	2.4%	-17.1%	-18.7%	12.5%	14.1%	-5.6%	95.0%[activator]	42.7%[activator]	-1.9%
CCc1ccccc1-n1nnnc1SCC(=O)Nc1ccc(N2CCN(C)CC2)cc1	25.0%	-4.5%	-1.3%	10.1%	?	22.3%	50.1µM*	9.3%	-1.4%
CCOC(=O)c1c(C)oc2nc(C)nc(NCCc3ccc(OCC)cc3)c12	0.0%	-7.6%	-4.4%	15.5%	-1.5%[57.1 µM]	.	-27.9%[59 µM]	-16.8%	-5.4%

# (more compounds)
SMILES	POLB inh	Pol kappa inh	POLH inh	JMJD2A Tudor	BAZ2B block	APEX1 inh	G9a inh	Pol iota inh	BLM inh
O=C(Nc1ccc(S(=O)(=O)N2CCOCC2)cc1)c1ccc(Cl)c([N+](=O)[O-])c1	.	-18.2%	-19.5%	?	.	.	.	-3.6%	.
N#C/C(=N\Nc1cccc2ccccc12)c1nnc2n1CCCCC2	-0.3%	5.5%[60.1 µM]	-16.9%	-34.8%	?	8.0%	1.78µM*	3.8%	-5.9%
O=Cc1c(N2CCOCC2)nc2ccccn2c1=O	37.4%	-23.4%	9.8%	2.8%	1.8%	3.8%	-5.0%	13.3%	-7.0%
COc1ccc(NCc2nnc(SCC(=O)Nc3cc(C)cc(C)c3)o2)cc1	60.5%	-14.8%	-17.0%	?	?	16.6%	-25.6%[12.7 µM]	4.4%	-7.7%
Cc1ccc[n+](/C(C(=S)NCc2ccco2)=C(/[O-])c2ccccc2Cl)c1	8.6%	-4.4%	7.6%	12.7%	1.9%	9.4%	?	21.5%	?
CCOC(=O)N1CCN(S(=O)(=O)c2ccc(C(=O)N(CCN(C)C)c3nc4ccc(Cl)cc4s3)cc2)CC1	19.8%	-0.5%	-0.5%	-8.9%	-23.1%	46.9%[activator]	?	?	1.9%
Cc1c2cnn(CC(=O)NC3CCCC3)c(=O)c2c(C)n1Cc1ccccc1	-18.9%	6.8%	-20.3%	-18.4%	?	-15.5%	-0.1%	-5.3%	-2.0%
Cc1ccc(C)c(NC(=O)C(=O)NCCc2c[nH]c3ccccc23)c1	-13.1%	0.0%	-18.0%	-7.0%	-0.8%	-2.0%	-41.8%	-14.2%	-1.0%
Cc1ccc2c(c1)nc(SCC(O)c1ccc(Br)cc1)n2C (stereo not given)	30.9%	-14.3%	-17.0%	-9.4%	-3.4%	.	-22.0%[59 µM]	2.6%	-2.7%
O=C(N/N=C/c1cccnc1)c1cccc(F)c1	34.7%	-9.5%	-14.3%	1.4%	6.0%	2.1%	13.1%	132.4%[activator]	2.0%
CCc1cccc(NC(=S)N(CCOC)C(C)c2ccco2)c1 (stereo not given)	-21.7%	-0.6%	-19.4%	-6.3%	-1.6%	1.4%	12.1%[12.7 µM]	10.9%	1.3%
COc1ccc(C(=O)CN2C(=O)COc3ccccc32)cc1	6.3%	9.7%	-3.2%	4.3%	1.6%	-0.9%	14.1%	26.1%	-1.7%
CCc1ccc(NC(=O)NCCN2CCc3ccccc3C2)cc1	14.9%	-8.8%	-21.2%	-9.6%[11.4 µM]	9.0%	-0.6%	8.0%[59 µM]	10.0%	0.8%
CCCn1c(N2CCN(C(=O)NCc3ccccc3)CC2)nc2ccccc21	-1.5%	-12.8%	0.9%	-2.5%	-2.0%	-4.7%	-9.7%[59 µM]	22.8%	-4.6%
CC1CN(S(=O)(=O)c2ccc(C(=O)Nc3nc(-c4cc5ccccc5o4)cs3)cc2)CC(C)O1 (stereo not given)	35.4%	4.8%	-17.5%	-19.6%	5.8%	12.9%	20.5%[59 µM]	0.2%	-5.4%
COc1cccc(/C=C/C(=O)Nc2cc(S(=O)(=O)N3CCOCC3)ccc2OC)c1	.	2.8%	-10.7%	-2.1%	-11.3%	4.6%	-21.8%	47.0%[activator]	.
CCOC(=O)c1c(C)n(C)c2ccc(OC(=O)c3ccco3)cc12	32.8%	-0.6%	-9.8%	0.8%	1.7%	1.2%	16.0%	12.8%	-2.3%

# This is a subset. The share of hits here may be higher or lower than overall.
